High-throughput results deposited in PubChem BioAssay by several laboratories.
PrPC surface inh = inhibitors of human cell surface prion protein PrPC; P04156; TR-FRET read-out; inhibition, % at 13.8 µM; 370,000 tested, 0.43% active; AID 720596; in the data active = inhibition above about 24%; also: 0% = median of the test wells and 100% = reference compound wells
GDH-TPI counter = GDH-TPI coupled enzyme inhibition counter-screen. GDH-TPI coupled enzyme counterscreen, NADH absorbance. inhibition, % at 4.8 µM. 360,000 tested, 1.2% active; in the data active = inhibition above about 30%;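 also: 0% = DMSO wells and 100% = wells lacking the enzyme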
BoNT-F LC inh = inhibitors of Botulinum neurotoxin F light chain protease; Multiplex microsphere protease cleavage assay, flow cytometry; inhibition, % at 10 µM; 360,000 tested, 0.22% active; AID 588497; in the data active = inhibition above about 35%, passing the limit was not always enough; inconclusive = no clear call, values can overlap the other calls; also: plate controls were buffer without enzyme for full effect and enzyme alone for no effect
FadD28 binding = blocks FadD28 binding to the bisubstrate probe; 360,000 tested, 0.22% active; fluorescence polarization; AID 588549; inhibition, % at 12.5 µM; in the data active = inhibition above about 8.5%, passing the limit was not always enough; inconclusive = no clear call, values can overlap the other calls
Rv3671c inh = inhibitors of M. tuberculosis serine protease Rv3671c; P9WHR9; inhibition, % at 5.96 µM; 320,000 tested, 0.048% active; AID 2606; in the data active = inhibition above about 38%;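 also: extracellular domain of Rv3671c used as enzyme; 0% = enzyme with DMSO and 100% = no enzyme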
Mtb BioA inh = inhibitors of Mycobacterium tuberculosis BioA enzyme; purified M. tuberculosis BioA enzyme, plate reader; inhibition, % at 9.99 µM; 360,000 tested, 0.096% active; in the data active = inhibition above about 40%; inconclusive = no clear call, values can overlap the other calls
Mtb UGM inh = blocks M. tuberculosis UGM enzyme | P9WIQ1 | 320,000 tested, 0.06% active | inhibition, % at 10 µM | purified UGM, fluorescence polarization probe displacement; in the data active = inhibition above about 10%, passing the limit was not always enough; inconclusive = no clear call, values can overlap the other calls
Target sequence (P9WIQ1 whole entry, looked up): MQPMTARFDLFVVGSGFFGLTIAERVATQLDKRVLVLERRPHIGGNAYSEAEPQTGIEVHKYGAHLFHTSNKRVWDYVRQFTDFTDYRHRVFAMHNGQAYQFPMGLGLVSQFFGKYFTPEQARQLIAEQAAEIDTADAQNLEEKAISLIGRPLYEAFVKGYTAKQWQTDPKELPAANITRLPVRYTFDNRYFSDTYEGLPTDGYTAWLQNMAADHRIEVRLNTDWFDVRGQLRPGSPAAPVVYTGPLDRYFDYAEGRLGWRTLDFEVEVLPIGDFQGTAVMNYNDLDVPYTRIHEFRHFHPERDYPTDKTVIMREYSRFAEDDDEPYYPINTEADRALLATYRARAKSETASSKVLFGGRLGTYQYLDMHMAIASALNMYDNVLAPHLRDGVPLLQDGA
Mtb FBA inh = Mtb fructose-bisphosphate aldolase inhibition; inhibition, % at 1 µM; AID 588726; purified M. tuberculosis FBA, fluorescence read-out; 360,000 tested, 2.3% active; in the data active = inhibition above about 27%;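 also: 0% = vehicle and 100% = reference inhibitor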
Target sequence (P9WQA3 whole entry, looked up): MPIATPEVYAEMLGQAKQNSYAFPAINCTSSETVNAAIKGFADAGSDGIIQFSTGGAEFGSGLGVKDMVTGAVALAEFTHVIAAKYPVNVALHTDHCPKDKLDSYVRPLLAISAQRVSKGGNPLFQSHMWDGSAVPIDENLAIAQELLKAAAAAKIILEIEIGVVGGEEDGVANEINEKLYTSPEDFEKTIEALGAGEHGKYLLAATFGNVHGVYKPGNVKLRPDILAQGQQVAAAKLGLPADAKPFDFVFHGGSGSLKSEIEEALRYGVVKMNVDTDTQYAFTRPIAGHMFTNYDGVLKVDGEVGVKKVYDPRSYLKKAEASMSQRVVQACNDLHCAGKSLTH
MazF activator = increases E. coli MazEF RNase cleavage of RNA; AID 504720; activation, % at 20 µM; P0AE70; FAM/BHQ RNA-DNA oligo cleavage fluorescence, 5 h; 350,000 tested, 0.32% active; in the data active = activation above about 50%
Target sequence (P0AE70 whole entry, looked up): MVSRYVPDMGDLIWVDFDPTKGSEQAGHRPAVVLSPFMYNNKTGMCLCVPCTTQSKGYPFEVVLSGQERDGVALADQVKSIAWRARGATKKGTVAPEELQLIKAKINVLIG
* marks the source's active call; other numbers are inactive results; ? = inconclusive; . = no result given; & = joins results of further samples. This is a random part of the collection. About 4.8% of those tested had a hit in this group.

Values in the order – PrPC surface inh	GDH-TPI counter	BoNT-F LC inh	FadD28 binding	Rv3671c inh	Mtb BioA inh	Mtb UGM inh	Mtb FBA inh	MazF activator
> CCN1C(=O)[C@H]2[C@@H](c3ccc(C(F)(F)F)cc3)N[C@]3(CCCN(Cc4ccc(C(F)(F)F)cc4)C3=O)[C@H]2C1=O
    12	12	-9	-8.7	.	-2.0	.	3	-1
> C[C@@H]1CN([C@@H](C)CO)C(=O)c2cc(NC(=O)c3ccccc3)ccc2O[C@@H](C)CCCCO[C@@H]1CN(C)S(=O)(=O)c1ccc(F)cc1
    6	4	-2	-1.7	.	0.6	.	-2	2
> CS(=O)(=O)c1ccccc1C(=O)Nc1ccc(-c2nc3ccccc3o2)cc1
    7	10	0	-4.8	-11	-1.8	0.0	1	-4
> Cc1ccccc1C(=O)Nc1cc(NC(=O)c2ccccc2C)cc(C(=O)O)c1
    -2	0	3	-2.4	4	-4.2	-1.1	1	0
> CC(C)CNC(=O)C(=O)NNC(=O)C1CCCCC1
    -4	-3	-3	-1.4	-3	-1.4	5.6	2	-5
> Cc1c(CCOC(=O)C2C3CC4CC(C3)CC2C4)sc[n+]1CC(=O)c1ccc(Br)cc1 (stereo not given)
    -3&3	8&-1	-3&-5	-1.6&-3.7	-14	-0.3&1.1	-1.0	4&-1	34&20
> CCC(=O)N(CC)Cc1cc(=O)[nH]c2ccccc12
    -5	5	-2	-4.1	1	-0.4	3.7	0	-2
> CS(=O)(=O)N1CCN(S(=O)(=O)c2ccccc2[N+](=O)[O-])CC1
    2	-3	-2	-0.9	-4	.	0.2	1	-2
> CN1C(=O)Cc2cc(S(=O)(=O)NCCc3ccc(Cl)cc3)ccc21
    3	1	9	-6.3	-11	-0.5	1.5	0	4
> CCN(CC)S(=O)(=O)c1ccc2oc(SCC(=O)NC3CC3)nc2c1
    -3	3	-1	-2.1	1	0.7	-2.3	-1	3
> CCCNC(=O)Cc1c(OC)ccc2cc(Br)ccc12
    16	15	-1	-1.8	-3	.	-1.3	2	0
> C=CCN1C(=O)C2(OCCCO2)c2cccc(Cl)c21
    -2	-2	18	0.8	1	-0.2	-1.8	0	9
> O=C(Nc1cccc(NC(=O)c2ncn[nH]2)c1)c1cccc(Cl)c1
    3	10	1	-3.4	-8	-0.7	2.7	0	0
> CN(C(=O)CSc1nnc(-c2ccccc2)o1)c1c(N)n(Cc2ccccc2)c(=O)[nH]c1=O
    -8	-4	1	-1.5	-4	.	-0.9	-4	11
> COc1cccc(-c2nc(CS(=O)(=O)CC(=O)NC3CCCC3)c(C)o2)c1
    2	-7	-3	-4.7	3	0.4	-0.9	1	0
> COC(=O)CNC(=O)c1cccc(F)c1
    -3	7	-7	-0.7	-9	-1.4	1.7	3	6
> CCOC(=O)c1sc(NC(=O)CCN2C(=O)C3CCCCC3C2=O)cc1C (stereo not given)
    4	-4	.	-3.5	0	2.2	-1.3	-1	5
> COC(=O)Nc1nnc(Cc2ccc(OC)cc2)s1
    -7	-2	4	-0.5	-9	1.5	-1.1	-3	4
> O=C(CSCC(=O)N1CCOCC1)Nc1nc(-c2ccc3c(c2)OCO3)cs1
    3	6	-1	-1.3	-9	0.2	-2.9	4	2
> COc1cc(-c2ccc3c(=O)c4ccccc4n(C)c3c2)cc(OC)c1OC
    -15	2	-8	-6.1	-23	7.6	0.6	20	15
> COc1ccc(CCNC(=O)CN(c2ccccc2OC)S(=O)(=O)c2ccc(C)cc2)cc1
    1	0	-2	-2.4	-14	1.2	-1.3	6	0
> O=C(O)Cc1ccc(NS(=O)(=O)c2ccccc2Br)cc1
    -3	4	-5	-0.3	7	.	1.2	-3	1
> CC(=O)Nc1ccc(NC(=O)C(C)n2c3ccccc3c3nc(=O)cc(C)n32)cc1 (stereo not given)
    1	1	-5	0.3	-4	.	-0.4	-3	-14
> CCOc1ccc(OCC)c(NS(=O)(=O)c2ccc3c(c2)CCN3C(=O)C2CCC2)c1
    4	-1	-6	-2.9	-4	-0.9	2.1	0	0
> Cc1cccc(NC(=S)N(CCN(C)C)Cc2cc3cc(C)cc(C)c3[nH]c2=O)c1
    -7	14	5	0.3	-6	-0.3	-0.3	-1	10
> CN[C@H](C)C(=O)NC[C@H]1O[C@@H](n2ccc(N)nc2=O)[C@H](O)[C@@H]1O
    -4	3	4	-0.5	.	-1.3	.	2	9
> CCNC(=O)C(=O)NCc1ccncc1
    8	8	-2	-2.6	-3	.	-2.2	5	3
> CCc1cc(OCCN2C(=O)NC(C)(C)C2=O)ccc1Cl
    -6	-13	-5	-3.5	-2	1.6	-2.6	-1	1
> COc1ccc(-c2csc(NC(=O)Cn3nc(C)cc3C)n2)cc1
    0	-2	-27	-1.1	2	-0.6	-1.9	0	-1
> C[C@H]1CN[C@@H](CCO)/C1=C\c1ccccc1
    -2	-5	-1	-0.8	.	0.6	.	3	-10

Only MazF activator, for 2 of the compounds above:
canonical_smiles	MazF activator
CN(C(=O)CSc1nnc(-c2ccccc2)o1)c1c(N)n(Cc2ccccc2)c(=O)[nH]c1=O	11
CC(C)CNC(=O)C(=O)NNC(=O)C1CCCCC1	-5

(next part)
Values in the order – PrPC surface inh	GDH-TPI counter	BoNT-F LC inh	FadD28 binding	Rv3671c inh	Mtb BioA inh	Mtb UGM inh	Mtb FBA inh	MazF activator
> Cc1cccc(-n2nc([N+](=O)[O-])c(=NC3CCN(Cc4ccccc4)CC3)n2O)c1
    -23	17	-7	-0.4	0	.	2.4	-1	7
> Cc1ccc(C)c(OCCC(=O)Nc2cccc(S(=O)(=O)NC3=NCCCCC3)c2)c1
    8	3	3	-1.6	-4	2.1	2.3	4	-7
> NC12CC3CC(C1)CC(O)(C3)C2
    -3	5	3	1.2	-4	0.1	1.1	-1	-10
> COc1ccc(CCN2CC(C(=O)N3CCN(C(C)=O)CC3)CCC2=O)cc1 (stereo not given)
    10	4	13	0.1	3	-0.2	0.1	4	4
> CCN1C(=NCCOC)N[C@@H](CCc2ccccc2)[C@H](C(=O)OC)[C@H]1C
    1	-9	2	-3.3	-3	0.6	0.3	-1	11
> COc1ccc(/C=N/c2nc3ccccc3n2C)cc1OC
    0	14	-2	-3.9	-8	-1.5	5.4	-1	-2
> Cc1cc(C)cc(NC(=O)CSc2nc3c(c(=O)n2C)SC(C)C3)c1 (stereo not given)
    -5	16	2	-0.8	2	-6.1	-0.2	4	-2
> COc1ccc(S(=O)(=O)N2CCOCC2)cc1NC(=O)CN1CCCCCC1
    6	-6	0	-5.4	4	-0.9	-0.7	-6	9
> COc1ccc(C2CC(c3cccc(C)c3)n3nc(N)nc3N2)cc1 (stereo not given)
    -4	3	2	0.2	0	-0.2	1.1	6	-1
> CC1(C(=O)Nc2ccccc2)Cc2c(-c3cccc(C(N)=O)c3)ccnc2O1 (stereo not given)
    4	4	5	-4.2	.	3.9	.	6	.
> Cc1cc(C)nc(/N=C(\N)Nc2ccc(CC(=O)OC(C)C)cc2)n1
    10	-4	13	-1.6	4	-0.8	2.6	2	15
> CC(C)c1nc2sc3c(NCc4ccco4)ncnc3c2c2c1COC(C)(C)C2
    12	-2	0	-4.9	-10	.	0.7	5	34
> Cc1cccnc1Nc1ncnc(N)c1[N+](=O)[O-]
    -12	13	-5	-2.4	-2	.	-2.5	-1	-5
> CCOc1ccccc1OCCCC(=O)ON=C(N)c1ccccc1
    6	-1	-11	-2.1	-20	-1.2	-4.0	-1	-1
> CC1(OC(=O)C2CCCC2)C(=O)C=C2C=C(c3ccsc3)N(CCCCO)C=C2C1=O (stereo not given)
    -16	10	-10	0.8	-15	3.2	-1.6	-2	-12
> Cc1nc2ccccc2n1Cc1ccc(Br)cc1
    15	2	?	-4.5	-8	3.8	-1.6	1	1
> O=C(Nc1cc(=O)[nH]c2ncnn12)c1ccccc1F
    0	-1	-1	-2.7	-5	-1.2	-3.5	2	2
> CC(=O)N1CCC(C(=O)Nc2ccc(S(=O)(=O)N3CCCC(C)C3)cc2)CC1 (stereo not given)
    2	8	18	0.4	.	-0.4	.	0	-9
> COC(=O)c1cccc(N2C(=O)C(Cl)=C(N3CCOCC3)C2=O)c1
    3	17	6	-3.5	-5	-1.8	0.7	-2	-2
> Cc1cc(C)n(/N=C/c2ccc(C(C)C)cc2)c(=O)c1C#N
    -6	11	-3	-3.2	-14	.	1.8	-1	-4
> O=C(NN=C1CCCC1)c1ccccc1O
    -5	12	?	-1.8	7	-0.7	0.8	2	4
> CCNc1nc2c(c(=O)n(C)c(=O)n2C)n1Cc1ccc(Cl)cc1
    12	0	-6	-2.6	9	-0.7	-4.0	0	3
> COc1cc(CNC(=O)c2nc(Cn3nc(C)c(Br)c3C)no2)cc(OC)c1
    -3	-3	-10	-5.2	2	-0.9	-0.6	1	-6
> CCCC(C)NC(=O)Cn1c(=O)c2c(ncn2CCC(C)C)n(Cc2ccccc2)c1=O (stereo not given)
    -3	-4	10	0.1	-8	1.7	2.4	-1	8
> CC1=CC(C)(C)N(C(=O)CCl)c2cc(C)ccc21
    0	-2	-3	-4.4	0	-1.3	2.1	-1	0
> Cc1csc(NC(=O)c2ccc3c(c2)OCO3)n1
    9	13	2	-1.6	-14	1.1	0.8	-1	3

4 consecutive compounds already listed, quoted:
Values in the order – PrPC surface inh	GDH-TPI counter	BoNT-F LC inh	FadD28 binding	Rv3671c inh	Mtb BioA inh	Mtb UGM inh	Mtb FBA inh	MazF activator
> COc1ccc(S(=O)(=O)N2CCOCC2)cc1NC(=O)CN1CCCCCC1
    6	-6	0	-5.4	4	-0.9	-0.7	-6	9
> COc1ccc(C2CC(c3cccc(C)c3)n3nc(N)nc3N2)cc1 (stereo not given)
    -4	3	2	0.2	0	-0.2	1.1	6	-1
> CC1(C(=O)Nc2ccccc2)Cc2c(-c3cccc(C(N)=O)c3)ccnc2O1 (stereo not given)
    4	4	5	-4.2	.	3.9	.	6	.
> Cc1cc(C)nc(/N=C(\N)Nc2ccc(CC(=O)OC(C)C)cc2)n1
    10	-4	13	-1.6	4	-0.8	2.6	2	15
